HDAC3 inhib: HDAC3 deacetylase inhibitors, primary screen, biochemical, fluorescence, cell-free homogeneous. Histone deacetylase 3 (Homo sapiens), O15379. recombinant HDAC3, fluorogenic peptide/trypsin coupled. inhibition, % at 8.3 µM. 0.15% of 320,000 active. AID 2718, 2010; in the data active means inhibition above about 26%, passing the limit was not always enough
HSP90 inh: HSP90 inhibitors, primary screen, cell lysate, luminescence; Rabbit reticulocyte lysate, luciferase refolding luminescence, 3 h; inhibition, % at 5.6 µM; 0.91% of 290,000 active;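 active means inhibition above the screen-wide mean plus 3 SD, computed separately per campaign, cut at about 16% in these data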;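 further: 0% = DMSO wells and 100% = 60 µM geldanamycin wells; inhibitors lower the luminescence because luciferase stays unfolded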
GSK3A inh: blockers of GSK3A enzyme activity – biochemical, luminescence, cell-free homogeneous, HTS, primary screen. GSK-3 alpha kinase, ADP-Glo luminescence, 60 min. inhibition, % at 10 µM. 0.1% of 320,000 active;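 in the data active means inhibition above about 50%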;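 further: GST-tagged GSK-3 alpha with peptide substrate and 25 µM ATP; 0% = DMSO neutral wells and 100% = GW8510 positive control wells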
Target sequence (P49840 whole entry, looked up): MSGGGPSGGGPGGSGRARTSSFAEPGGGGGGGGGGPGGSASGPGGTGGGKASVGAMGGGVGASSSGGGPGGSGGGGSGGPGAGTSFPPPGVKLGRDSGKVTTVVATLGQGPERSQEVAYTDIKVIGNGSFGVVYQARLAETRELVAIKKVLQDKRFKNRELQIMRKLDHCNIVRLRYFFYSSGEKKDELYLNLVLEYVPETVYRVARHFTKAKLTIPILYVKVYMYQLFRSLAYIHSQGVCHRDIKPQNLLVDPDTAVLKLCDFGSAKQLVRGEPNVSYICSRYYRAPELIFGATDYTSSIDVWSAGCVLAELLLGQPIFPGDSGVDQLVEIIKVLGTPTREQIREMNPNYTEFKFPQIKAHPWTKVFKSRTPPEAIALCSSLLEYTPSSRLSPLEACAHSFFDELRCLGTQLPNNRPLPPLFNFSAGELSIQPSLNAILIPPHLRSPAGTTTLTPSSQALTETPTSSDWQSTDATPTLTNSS
HSF1 inh: HSF1 inhibitors in luciferase reporter cells, primary screen, cell-based, NIH3T3, luminescence. NIH3T3-HGL HSE-luciferase, MG132-induced, luminescence 8 h; active compounds read low. activity change, negative = inhibition, % at 7.5 µM (by protocol). 0.77% of 300,000 active;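 active means more than half of replicate wells show activity change below -50%, luminescence cut by over half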;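 further: luciferase reports HSF-1 transcriptional activity via heat shock element; 0% = median of DMSO wells and -100% = zero luminescence signal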
GSK3B inh: human GSK3beta kinase inhibitors, primary screen, biochemical, cell-free homogeneous, HTS; activity score (negative = inhibition), % at 10 µM; GST-GSK3beta kinase, ADP-Glo luminescence, 60 min; active compounds read low; 0.038% of 300,000 active; Glycogen synthase kinase-3 beta (Homo sapiens), P49841;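 active means more than half of replicate wells score below -50%, meaning over 50% inhibition versus plate controls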;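 further: 0% = median DMSO wells and -100% = median GW8510 positive control wells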
Target sequence (P49841 whole entry, looked up): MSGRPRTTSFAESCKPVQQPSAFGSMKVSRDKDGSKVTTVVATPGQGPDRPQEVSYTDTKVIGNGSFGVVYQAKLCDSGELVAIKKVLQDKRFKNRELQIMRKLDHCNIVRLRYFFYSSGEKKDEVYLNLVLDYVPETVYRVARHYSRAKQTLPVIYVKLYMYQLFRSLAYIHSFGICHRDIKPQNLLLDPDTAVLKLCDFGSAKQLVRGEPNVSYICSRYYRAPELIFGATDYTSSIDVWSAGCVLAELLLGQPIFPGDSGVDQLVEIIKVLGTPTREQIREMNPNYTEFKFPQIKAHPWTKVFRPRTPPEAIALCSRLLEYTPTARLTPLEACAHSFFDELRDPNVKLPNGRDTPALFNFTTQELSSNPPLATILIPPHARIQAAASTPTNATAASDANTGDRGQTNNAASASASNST
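Assay system: GST-tagged human GSK3beta kinase, cell-free; Input: 1.6 ng GSK3beta; Medium: Tris/MgCl2 kinase buffer; Timing: 60 min enzyme reaction, room temperature; Signal: ADP-Glo luminescence quantifying ADP generated by kinase; Evaluation: score relative to plate controls; Benchmarks: DMSO neutral wells and GW8510 at 20 µM as positive.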
Dyrk1A ADPGlo: rat Dyrk1A kinase inhibitors, primary screen, biochemical, single point, plate reader. Dual specificity tyrosine-phosphorylation-regulated kinase 1A (Rattus norvegicus), Q63470. ADP-Glo luminescence, NFATc1 peptide. inhibition, % at 12.5 µM. 0.43% of 310,000 active. AID 504441, 2011; in the data active means inhibition above about 50%;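 further: plate controls were vehicle with enzyme for no effect and no enzyme for full effect; many of its hits are not listed in these tables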
PolyA inh: polyadenylation inhibitors in yeast reporter cells, primary screen, luminescence, S. cerevisiae | calls only at 12 µM | 0.02% of 300,000 active | S. cerevisiae SKY197-pL101 polyadenylation reporter, beta-gal luminescence; efflux-impaired pdr1/pdr3 knockout yeast; score 100 = 6 SD above DMSO;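 active means lowest replicate activity score at least 50, where 100 means six control SD above control mean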;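 further: yeast exposed to compound for 9 h at 30 °C; higher score means more reporter readthrough which indicates perturbed polyadenylation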
HSF-1 act: HSF-1 activators, primary screen, NIH3T3-HGL cells, MG132 stress, luminescence, single point. NIH3T3-HGL HSF-1 luciferase reporter, 8 h; 100% = twice DMSO control signal. activation, % at 9 µM. 1.7% of 300,000 active. AID 504408, 2011;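 active means mean replicate activation of at least 50% with a set share of replicates each reaching 50%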;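 further: 0% = median of the neutral control wells and 100% = twice that signal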
Platelet DG rel: inhibitors of platelet dense granule secretion, primary screen, cell-based, MLPCN, human platelets | human platelet-rich plasma, SFLLRN dense granule ATP release, luminescence | inhibition, %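 (compounds screened at 7.5 µM in platelet-rich plasma)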 | 0.22% of 300,000 active | AID 1663, 2009;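 active means mean replicate score, as percent of positive control, at or above 50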
AI-2 QS modul: Vibrio harveyi AI-2 quorum sensing modulators, primary screen, JMH597 strain, luminescence/OD600 ratio; Vibrio harveyi JMH597 AI-2 luminescence/OD600 ratio, 9 h; active compounds read low; strain lacks LuxN and CqsS sensors; 0 = neutral-control median; activity change, % at 7.5 µM; 0.4% of 300,000 active; AID 2094, 2009; in the data active means activity change below about -75%, passing the limit was not always enough;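 further: luminescence divided by OD600 gain over 9 h not by final OD600 alone; inactives centre near 13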
Numbers without * were called inactive.

A first look (2 entries):
How did O=C(N=C1SC2CS(=O)(=O)CC2N1c1ccc(Cl)cc1)C1CCCO1 (stereo not given) do in these assays?
HDAC3 inhib: 3; HSP90 inh: -4; GSK3A inh: -2; HSF1 inh: -5; GSK3B inh: 0; PolyA inh: inactive; HSF-1 act: -2; Platelet DG rel: -6; AI-2 QS modul: 14

How did CCCC(=O)O/N=C(\c1ccccc1)c1ccncc1 do in these assays?
HDAC3 inhib: 3; HSP90 inh: -6; GSK3A inh: -1; HSF1 inh: 13; GSK3B inh: -1; Dyrk1A ADPGlo: 5; PolyA inh: inactive; HSF-1 act: 57*; Platelet DG rel: -1; AI-2 QS modul: 24

The whole of this part, from the first entry:
How did O=C(N=C1SC2CS(=O)(=O)CC2N1c1ccc(Cl)cc1)C1CCCO1 (stereo not given) do in these assays?
HDAC3 inhib: 3; HSP90 inh: -4; GSK3A inh: -2; HSF1 inh: -5; GSK3B inh: 0; PolyA inh: inactive; HSF-1 act: -2; Platelet DG rel: -6; AI-2 QS modul: 14

How did CCCC(=O)O/N=C(\c1ccccc1)c1ccncc1 do in these assays?
HDAC3 inhib: 3; HSP90 inh: -6; GSK3A inh: -1; HSF1 inh: 13; GSK3B inh: -1; Dyrk1A ADPGlo: 5; PolyA inh: inactive; HSF-1 act: 57*; Platelet DG rel: -1; AI-2 QS modul: 24

Results for CC(=O)c1ccc(N2CCN(C(=O)c3ccc(Br)cc3)CC2)c(F)c1 ?
HDAC3 inhib: -3; HSP90 inh: -4; GSK3A inh: -1; HSF1 inh: 2; GSK3B inh: 0; Dyrk1A ADPGlo: -4; PolyA inh: inactive; HSF-1 act: 18; Platelet DG rel: -49; AI-2 QS modul: 5

How did CC1=C(n2ccnc2)CCC1=O do in these assays?
HDAC3 inhib: -2; GSK3A inh: -2; HSF1 inh: 3; GSK3B inh: -2; PolyA inh: inactive; HSF-1 act: -4; Platelet DG rel: 2; AI-2 QS modul: 22

What do the screens show for `Cc1csc(SCC(=O)Nc2ccccn2)n1`?
HDAC3 inhib: -6; HSP90 inh: 1; GSK3A inh: 11; HSF1 inh: 5; GSK3B inh: 2; Dyrk1A ADPGlo: 8; PolyA inh: inactive; HSF-1 act: 0; Platelet DG rel: -11; AI-2 QS modul: 7

Results for Cc1ccccc1OCC(=O)NC(Cc1c[nH]c2ccccc12)C(=O)O (stereo not given) ?
HDAC3 inhib: 0; HSP90 inh: -2; GSK3A inh: -1; HSF1 inh: -3; GSK3B inh: 2; Dyrk1A ADPGlo: -10; PolyA inh: inactive; HSF-1 act: -3; Platelet DG rel: 3; AI-2 QS modul: 11

Results for CCOc1ccccc1NCc1cc(=O)oc2cc(C)ccc12 ?
HDAC3 inhib: 2; HSP90 inh: -3; GSK3A inh: -4; HSF1 inh: 2; GSK3B inh: -1; Dyrk1A ADPGlo: -13; PolyA inh: inactive; HSF-1 act: 36; Platelet DG rel: -27; AI-2 QS modul: 14

What do the screens show for `C=CCN(C(=O)C1=NN(C2CCS(=O)(=O)C2)C(=O)CC1)c1nc(-c2ccc([N+](=O)[O-])cc2)cs1` (stereo not given)?
HDAC3 inhib: -1; HSP90 inh: 10; GSK3A inh: -7; HSF1 inh: 24; GSK3B inh: 3; Dyrk1A ADPGlo: -2; PolyA inh: inactive; HSF-1 act: 30; Platelet DG rel: -1; AI-2 QS modul: -2

What do the screens show for `CCOc1ccc(C(=O)NCC(c2ccco2)N2CCc3ccccc3C2)cc1` (stereo not given)?
HDAC3 inhib: 14; GSK3A inh: -2; HSF1 inh: 6; GSK3B inh: 4; Dyrk1A ADPGlo: 13; PolyA inh: inactive; HSF-1 act: 6; Platelet DG rel: 0; AI-2 QS modul: 10

What do the screens show for `CCN(CC)CCNS(=O)(=O)c1ccc2[nH]cc(C(=O)O)c(=O)c2c1`?
HDAC3 inhib: 6; HSP90 inh: -1; GSK3A inh: -1; HSF1 inh: 3; GSK3B inh: 0; Dyrk1A ADPGlo: 0; PolyA inh: inactive; HSF-1 act: 24; Platelet DG rel: 14; AI-2 QS modul: 4

Results for Cc1ccc(CN2[C@@H](CC3CCCCC3)COCCS2(=O)=O)cc1 ?
HDAC3 inhib: -4; HSP90 inh: -2; GSK3A inh: 0; HSF1 inh: 5; GSK3B inh: 0; Dyrk1A ADPGlo: 1; PolyA inh: inactive; HSF-1 act: 5; Platelet DG rel: 0; AI-2 QS modul: 7

What do the screens show for `CCN(CC)C(=O)c1cc2c(=O)n3ccccc3nc2s1`?
HDAC3 inhib: -54; HSP90 inh: -1; GSK3A inh: 0; HSF1 inh: 14; GSK3B inh: -2; Dyrk1A ADPGlo: 1; PolyA inh: inactive; HSF-1 act: 6; Platelet DG rel: -1; AI-2 QS modul: 20

What do the screens show for `COc1cccc([C@@H]2Oc3ccc(OC)cc3C(=O)[C@H]2O)c1`?
HDAC3 inhib: -5; HSP90 inh: -2; GSK3A inh: -3; HSF1 inh: 23; GSK3B inh: 0; Dyrk1A ADPGlo: 31; PolyA inh: inactive; HSF-1 act: 30; Platelet DG rel: 1; AI-2 QS modul: 13

How did O=C(O)CSc1cccnc1Sc1ccc(Cl)cc1 do in these assays?
HDAC3 inhib: 3; GSK3A inh: -4; HSF1 inh: -5; GSK3B inh: -3; PolyA inh: inactive; HSF-1 act: 9; Platelet DG rel: 3; AI-2 QS modul: 51

How did O=C(N[C@H](C(=O)O)c1ccccc1)C1CCC(Cn2nnc3ccccc3c2=O)CC1 (stereo not given in full) do in these assays?
HDAC3 inhib: 5; HSP90 inh: 3; GSK3A inh: -4; HSF1 inh: -10; GSK3B inh: -2; PolyA inh: inactive; HSF-1 act: -3; Platelet DG rel: 7; AI-2 QS modul: 19

How did Cc1ccc2cc3c(N)c(C(=O)Nc4c(C)[nH]c(=O)[nH]c4=O)sc3nc2c1 do in these assays?
HDAC3 inhib: -10; HSP90 inh: 3; GSK3A inh: 12; HSF1 inh: -9; GSK3B inh: 2; PolyA inh: inactive; HSF-1 act: -10; Platelet DG rel: -5; AI-2 QS modul: 34

What do the screens show for `COc1ccc(OC)c2c1nc1n2CCS1`?
HDAC3 inhib: 0; HSP90 inh: 2; GSK3A inh: -2; HSF1 inh: 1; GSK3B inh: 1; Dyrk1A ADPGlo: -1; PolyA inh: inactive; HSF-1 act: 6; Platelet DG rel: -1; AI-2 QS modul: 17

Results for CCOC(=O)CC1COc2ccccc2N1C(=O)c1ccc(C)cc1 (stereo not given) ?
HDAC3 inhib: 0; HSP90 inh: 1; HSF1 inh: -3; GSK3B inh: -3; Dyrk1A ADPGlo: 0; PolyA inh: inactive; HSF-1 act: -6; Platelet DG rel: -1; AI-2 QS modul: 12

What do the screens show for `CCN(CC)C(=O)CS(=O)CC(=O)Nc1cc(OCCOC)c(Cl)cc1Cl` (stereo not given)?
HDAC3 inhib: 0; HSP90 inh: 7; GSK3A inh: 0; HSF1 inh: -13; GSK3B inh: 1; Dyrk1A ADPGlo: -4; PolyA inh: inactive; HSF-1 act: -2; Platelet DG rel: -2; AI-2 QS modul: 14

What do the screens show for `O=C(O)CCC(=O)Nc1ccc(Br)cn1`?
HDAC3 inhib: 4; HSP90 inh: -5; GSK3A inh: 5; GSK3B inh: -5; AI-2 QS modul: 20

What do the screens show for `Cc1nnc(SCCCn2c(N3CCCCC3)nc3c2c(=O)[nH]c(=O)n3C)s1`?
HDAC3 inhib: 6; HSP90 inh: 2; GSK3A inh: 4; HSF1 inh: 8; GSK3B inh: -2; Dyrk1A ADPGlo: -3; PolyA inh: inactive; HSF-1 act: 10; Platelet DG rel: -3; AI-2 QS modul: 3

What do the screens show for `Cc1cc(C)n(-c2ccc(F)cc2)c(=O)c1C#N`?
HDAC3 inhib: -3; HSP90 inh: 0; GSK3A inh: -3; HSF1 inh: 2; GSK3B inh: 0; Dyrk1A ADPGlo: -2; PolyA inh: inactive; HSF-1 act: -14; Platelet DG rel: 3; AI-2 QS modul: 12

Results for O=C(NCc1cccnc1)C1CCCCN1S(=O)(=O)c1ccc(F)cc1 (stereo not given) ?
HDAC3 inhib: -2; HSP90 inh: -3; GSK3A inh: -2; HSF1 inh: -8; GSK3B inh: 1; Dyrk1A ADPGlo: -2; PolyA inh: inactive; HSF-1 act: 9; Platelet DG rel: -4; AI-2 QS modul: 25

Results for O=C(NC(=S)NCc1ccccc1)c1ccc(Br)o1 ?
HSP90 inh: 5; GSK3A inh: -3; HSF1 inh: 2; GSK3B inh: 1; Dyrk1A ADPGlo: 9; PolyA inh: inactive; HSF-1 act: 13; Platelet DG rel: 0; AI-2 QS modul: 22

How did CCCCNC(=O)c1onc(CSc2ccc(Cl)cc2)c1C(=O)NCCCC do in these assays?
HDAC3 inhib: 0; GSK3A inh: -2; HSF1 inh: 7; GSK3B inh: 1; Dyrk1A ADPGlo: 4; PolyA inh: inactive; HSF-1 act: 20; Platelet DG rel: 2; AI-2 QS modul: 13

Results for CCOC(=O)N1CCC(NC(=O)c2cc(S(=O)(=O)N3CCOCC3)ccc2F)CC1 ?
HDAC3 inhib: 0; HSP90 inh: 5; GSK3A inh: 1; HSF1 inh: -3; GSK3B inh: -3; Dyrk1A ADPGlo: -5; PolyA inh: inactive; HSF-1 act: 7; Platelet DG rel: 3; AI-2 QS modul: 13

What do the screens show for `OCC1(c2cc(C(F)(F)F)n[nH]2)CCCCC1`?
HDAC3 inhib: 5; HSP90 inh: 2; GSK3A inh: -2; HSF1 inh: -10; GSK3B inh: 0; Dyrk1A ADPGlo: -6; PolyA inh: inactive; HSF-1 act: 3; Platelet DG rel: 11; AI-2 QS modul: 1

What do the screens show for `COc1cc2c(cc1OC)CN(C(=O)c1ccc(OC)c(S(=O)(=O)N3CCOCC3)c1)CC2`?
HDAC3 inhib: -4; HSP90 inh: -3; GSK3A inh: 4; HSF1 inh: 7; GSK3B inh: 0; Dyrk1A ADPGlo: 8; PolyA inh: inactive; HSF-1 act: -16; Platelet DG rel: -1; AI-2 QS modul: 8

How did COc1ccccc1NS(=O)(=O)c1ccc(C)c(NC(=O)c2ccc(S(=O)(=O)N3CCCCCC3)cc2)c1 do in these assays?
HDAC3 inhib: -2; HSP90 inh: 6; GSK3A inh: 0; HSF1 inh: -1; GSK3B inh: 0; Dyrk1A ADPGlo: 4; PolyA inh: inactive; HSF-1 act: 21; Platelet DG rel: -35; AI-2 QS modul: 0

Results for O=S(=O)(c1ccccc1F)N1CCC(Oc2ccc(-n3cnnn3)cc2)CC1 ?
HSP90 inh: 8; HSF1 inh: 5; GSK3B inh: 2; PolyA inh: inactive; HSF-1 act: 7; Platelet DG rel: -3; AI-2 QS modul: 8

Compound activity (PubChem)

The list is partial; rates above refer to the full screens.
